Screens as filed in PubChem BioAssay.
Jurkat NFkB inh: lowers PMA/ionomycin-induced NF-kB signal in Jurkat cells; PMA/ionomycin-induced NF-kB luciferase reporter, luminescence; inhibition, % at 4 µM; 330,000 compounds, 0.53% hits; AID 435003; in the data active = inhibition above about 50%
697 NFkB inh: inhibitors of the PMA/ionomycin-induced NF-kB reporter in 697 B cells; 330,000 compounds, 0.33% hits; inhibition, % at 4 µM; 697 B-cell NF-kB luciferase reporter, 16 h; AID 435022; in the data active = inhibition above about 35%
XBP1 UPR activ: activators of adaptive arm of unfolded protein response (XBP1); 330,000 compounds, 0.33% hits; activation, % at 20 µM; CHO-XBP1 luciferase reporter, IRE1-XBP1 UPR activation, luminescence; percent of tunicamycin response, DMSO as zero;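 active = versus positive control, 20 µM dose yields 30% or more activation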;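 also: 100% = tunicamycin at 10 µg/mL and 0% = DMSO only wells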
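Test system: CHO-XBP1 luciferase reporter cells | Buffer or medium: Serum-containing F12 medium, 10% FBS | Schedule: 6 h compound exposure at 37 °C, 5% CO2 | Detection: Steady-Glo luciferase glow luminescence, 10 min after reagent addition | Read-out basis: Activation, % of tunicamycin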
tim23-1 inh: tim23-1 yeast growth inhibition. S. cerevisiae tim23-1 growth, BacTiter-Glo luminescence, 24 h. inhibition, % at 20 µM. 330,000 compounds, 1.3% hits;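 active = growth inhibition of the mutant yeast at or above 50%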;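 also: temperature-sensitive mutant grown at 25 °C; plate controls were DMSO-treated mutant yeast for no effect and medium wells lacking yeast for full effect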
APJ antag: APJ receptor antagonism. 330,000 compounds, 0.32% hits. inhibition, % at 20 µM. P35414. CHO-K1 APJ beta-arrestin complementation, luminescence;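 active = inhibition above about 40% at 20 µM, limit read from the data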;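 also: cells challenged with 10 nM apelin-13 agonist together with compound; plate controls were apelin-13 plus DMSO wells for no effect and DMSO wells lacking apelin-13 for full effect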
APJ ag: agonists of human APJ apelin receptor | CHO-K1 APJ PathHunter beta-arrestin, luminescence; 0% DMSO wells, 100% apelin | activation, % at 20 µM | 330,000 compounds, 0.11% hits;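 active = activation more than six SD over the plate average, tested at 20 µM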;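 also: 0% = DMSO alone and 100% = apelin-13 at 10 nM; some results filed as inactive read as strong as hits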
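Test system: CHO-K1 APJ beta-arrestin complementation cell line | Compound: Single test compound dose, 20 µM final, 1% DMSO | Incubation: Compound 90 min 25 °C, reagent 1 h | Measured by: beta-gal luminescence | Read-out basis: APJ–arrestin association signal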
CHOP UPR activ: apoptotic UPR (CHOP) activation; activation, % at 10 µM; 330,000 compounds, 0.34% hits; CHO-CHOP luciferase reporter, luminescence; percent of tunicamycin response over DMSO baseline;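 active = at 10 µM dose, activation of 40% or more, normalized to positive control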;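 also: 100% = tunicamycin at 10 µg/mL and 0% = DMSO alone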
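Test system: CHO CHOP reporter cells. Input: 500 CHO-CHOP cells per well. Medium: F12 with 10% FBS. Technique: luciferase luminescence. Measure: percent activation relative to tunicamycin control. Dosing: 10 µM compound, 0.5% DMSO. Timing: 16-18 h cell attachment, then 6 h compound exposure, 37 °C.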
Mdm2-MdmX inh: inhibitors of human Mdm2/MdmX interaction. 330,000 compounds, 3% hits. inhibition, % at 8 µM. SaOS-2 split-luciferase Mdm2/MdmX complementation, luminescence. AID 485346;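 active = inhibition of at least 50% at 8 µM in the primary screen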
Target sequence (O15151 whole entry, looked up): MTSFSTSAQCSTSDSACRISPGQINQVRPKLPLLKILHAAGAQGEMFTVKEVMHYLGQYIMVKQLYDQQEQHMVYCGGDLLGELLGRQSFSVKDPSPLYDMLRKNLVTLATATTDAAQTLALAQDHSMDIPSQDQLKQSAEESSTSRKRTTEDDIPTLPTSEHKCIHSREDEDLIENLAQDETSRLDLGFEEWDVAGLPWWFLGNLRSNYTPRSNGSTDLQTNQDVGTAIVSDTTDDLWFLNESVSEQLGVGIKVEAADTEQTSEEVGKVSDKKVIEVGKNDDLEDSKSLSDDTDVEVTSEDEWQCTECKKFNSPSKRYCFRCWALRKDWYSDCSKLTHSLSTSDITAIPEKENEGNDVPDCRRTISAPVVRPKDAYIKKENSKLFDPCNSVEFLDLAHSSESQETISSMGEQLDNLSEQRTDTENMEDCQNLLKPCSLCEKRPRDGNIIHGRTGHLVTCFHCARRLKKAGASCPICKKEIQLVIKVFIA
Target sequence (Q00987 whole entry, looked up): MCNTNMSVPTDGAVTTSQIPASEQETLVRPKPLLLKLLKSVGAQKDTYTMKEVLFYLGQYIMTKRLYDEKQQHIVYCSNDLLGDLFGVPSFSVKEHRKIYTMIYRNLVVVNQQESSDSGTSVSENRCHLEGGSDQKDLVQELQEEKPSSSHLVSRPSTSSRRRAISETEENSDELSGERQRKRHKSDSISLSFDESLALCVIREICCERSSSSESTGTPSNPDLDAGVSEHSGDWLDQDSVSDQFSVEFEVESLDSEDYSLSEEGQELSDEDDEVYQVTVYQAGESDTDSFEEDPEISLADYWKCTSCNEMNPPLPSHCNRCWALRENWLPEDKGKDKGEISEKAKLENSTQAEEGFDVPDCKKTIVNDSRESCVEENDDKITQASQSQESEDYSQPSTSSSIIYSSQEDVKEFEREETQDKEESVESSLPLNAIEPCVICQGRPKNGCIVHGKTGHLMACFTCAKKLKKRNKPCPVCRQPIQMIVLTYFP
* = called active by the depositor.

SMILES	Jurkat NFkB inh	697 NFkB inh	XBP1 UPR activ	tim23-1 inh	APJ antag	APJ ag	CHOP UPR activ	Mdm2-MdmX inh
NC(=O)NNc1cccc(Cl)n1	-1	4	2	4	-9	-1	-0.6	9
COc1cc(NS(=O)(=O)c2ccc(N/C=C(\C#N)c3nc4ccccc4o3)cc2)nc(OC)n1	1	15	-4	11	33	-1	-0.9	9
CCOC(=O)C1=C(C)NC(C)=C(C(=O)OCC)C1C(=O)OCC(=O)NC1CCCCC1	0	13	-4	9	-2	2	1.1	13
COCCOC(=O)C1=C(C)N=c2s/c(=C\c3cccs3)c(=O)n2C1c1cccs1 (stereo not given)	4	7	4	-11	4	-2	-1.2	6
CCC(C)N1CCNCC1 (stereo not given)	2	-4	-2	3	22	-4	0.3	7
COc1ccc(Oc2c(C(F)(F)F)oc3cc(OCC(=O)O)ccc3c2=O)cc1	-12	15	-1	-4	-17	-2	-0.9	16
COc1ccc(OC)c(S(=O)(=O)N2CCC(C(=O)N3CCCC3)CC2)c1	20	-6	3	-4	18	1	1.5	27
CC(=O)N1CCN(c2nc3ccc([N+](=O)[O-])cc3s2)CC1	-24	-20	-2	-2	1	5	-0.6	3
CC1CCCC(C)N1NC(=O)Cc1ccccc1 (stereo not given)	17	22	-1	7	19	-3	-0.5	13
CCOc1ccccc1NC(=O)c1ccc2c(=O)n3c(nc2c1)CCCCC3	-5	-31	5	24	-15	6	1.6	-9
Cc1cc(NC(=O)CCCC(=O)O)nc(C)n1	18	8	-2	2	21	2	-1.6	20
CCCNC(=O)c1cc(OC)c(OC)cc1[N+](=O)[O-]	-1	15	2	11	9	-3	-2.1	3

Three records picked at random from the list so far:
SMILES	Jurkat NFkB inh	697 NFkB inh	XBP1 UPR activ	tim23-1 inh	APJ antag	APJ ag	CHOP UPR activ	Mdm2-MdmX inh
COCCOC(=O)C1=C(C)N=c2s/c(=C\c3cccs3)c(=O)n2C1c1cccs1 (stereo not given)	4	7	4	-11	4	-2	-1.2	6
COc1ccc(Oc2c(C(F)(F)F)oc3cc(OCC(=O)O)ccc3c2=O)cc1	-12	15	-1	-4	-17	-2	-0.9	16
COc1ccc(OC)c(S(=O)(=O)N2CCC(C(=O)N3CCCC3)CC2)c1	20	-6	3	-4	18	1	1.5	27

Further structures
SMILES	Jurkat NFkB inh	697 NFkB inh	XBP1 UPR activ	tim23-1 inh	APJ antag	APJ ag	CHOP UPR activ	Mdm2-MdmX inh
Cn1c(=O)cc(N2CCN(C(=O)c3ccco3)CC2)[nH]c1=O	-1	7	1	-4	-6	-4	1.7	20
COc1ccc(NC(=O)CCSCCc2ccccn2)cc1OC	-6	28	-4	10	-7	-2	-1.3	11
Cc1ccc(N(CC(=O)NC(C)(C)C)C(=O)CCC(=O)Nc2nccs2)c(C)c1	1	-5	-4	-4	3	-3	3.6	-3
COc1cccc(NC(=S)N(CCN(C)C)C(C)c2ccco2)c1 (stereo not given)	-9	-12	2	6	-24	0	-1.3	-20
COc1ccc(S(=O)(=O)N2CCOCC2)cc1NC(=O)c1cc(=O)[nH]c2ccccc12	-16	2	-3	-1	-14	-2	2.5	8
CCn1cc(CN2CCN(Cc3ccc(OC)c(C)c3C)C(CCO)C2)c(C)n1 (stereo not given)	23	-1	0	4	14	-2	-1.5	5
O=C(N/N=C/c1ccco1)c1cccc(NC(=O)c2ccccc2Cl)c1	-8	19	-1	19	8	-1	2.5	26
COc1ccccc1C1CC(c2ccc(C)cc2)Nc2ncnn21 (stereo not given)	4	-9	-2	25	1	-4	0.3	-23
O=C(NCc1ccco1)Nc1ccc2snnc2c1	-21	12	4	-2	-4	0	0.5	9
CCCN1C(=O)C(=O)N(CC(=O)c2cc(C)n(C3CC3)c2C)C1=O	-72	-62	4	12	-12	-4	1.2	-45
CC(=O)Nc1ccc2nc(CN3CCC(CO)(CCc4ccccc4)CC3)ccc2c1	19	1	-2	-12	6	-4	-0.1	-22
O=c1c2ccccc2[nH]c(=S)n1CCN1CCC(=C(c2ccc(F)cc2)c2ccc(F)cc2)CC1	-8	-2	-5	76*	10	-4	0.5	-7
CCOC(=O)c1c(NCc2ccc3c(c2)OCO3)c2ccccc2[nH]c1=O	-15	5	-1	8	-2	2	1.1	10
COC(=O)c1ccc(/C=N\N2CCN(Cc3ccc(C)cc3)CC2)cc1	-7	-9	-2	18	-5	-2	-0.7	-9
Cc1cc(C)n(CC(=O)Nc2ccccc2)n1	6	-5	-2	15	8	2	-0.6	-20
CCSc1nnc2c3cc(CC)ccc3n(C)c2n1	-71	-93	4	31	3	-1	6.0	-60
O=C(Nc1ccc(S(=O)(=O)NCC2CCCO2)cc1)c1cccc(F)c1 (stereo not given)	9	-26	-2	3	-5	-1	1.2	26
CCCc1cc(C(=O)Nc2sc3c(c2C#N)CCC3)no1	3	-14	0	23	4	-5	1.9	26
C[C@@]12CC(=O)NC1N(C(=O)c1cccc(C(F)(F)F)c1)C(c1ccccc1O)C2 (stereo not given in full)	-6	0	-2	-5	9	-2	1.1	20
OC(COc1c(Cl)cc(Cl)cc1Cl)CN1CCCCC1 (stereo not given)	3	19	-1	3	9	-6	-2.4	5
CCOc1ccccc1/C=C/c1cc(C(=O)O)c2ccccc2n1	14	16	0	-4	0	-3	0.4	1
COc1ccccc1C(=O)COC(=O)c1cc(S(=O)(=O)N2CCCCC2)ccc1N1CCOCC1	0	4	3	10	-10	-3	-1.0	-11
Cc1cc(OCC(=O)Nc2ccc(S(=O)(=O)N3CCN(C)CC3)cc2)ccc1Br	-9	-13	-6	28	-13	15	2.6	-4
COc1ccc(C)cc1NC(=O)CN(C)S(=O)(=O)c1ccc2c(c1)CC(C)N2C(C)=O (stereo not given)	7	1	-6	26	6	-2	0.5	-15

As entered above.
CC(=O)N1CCN(c2nc3ccc([N+](=O)[O-])cc3s2)CC1 in APJ antag → 1
COc1cccc(NC(=S)N(CCN(C)C)C(C)c2ccco2)c1 (stereo not given) in Mdm2-MdmX inh → -20

(list continues)
SMILES	Jurkat NFkB inh	697 NFkB inh	XBP1 UPR activ	tim23-1 inh	APJ antag	APJ ag	CHOP UPR activ	Mdm2-MdmX inh
O=C(CCn1c(=O)oc2ccccc21)N1CCN(c2ccccc2F)CC1	-9	-9	2	22	13	-3	0.7	-18
Cc1ccsc1/C=C/c1n[nH]c(=O)c(C#N)c1C	-2	7	9	14	0	3	4.3	4
Cc1cccc(NC(=O)c2sc3nc(-c4ccccc4)cn3c2C)n1	-4	-1	0	20	16	4	2.4	-45
CC(=O)c1c(N2CCN(c3ccccn3)CC2)nc(=S)n(-c2ccccc2)c1C	-1	-12	-3	13	8	-8	-0.5	-5
O=C(Nc1ccccc1C(=O)N1CCOCC1)c1ccco1	-7	18	-2	-7	5	-1	1.3	-3
COCCCNC(=O)c1c[nH]c2ccc(S(=O)(=O)N3CCC4(CC3)OCCO4)cc2c1=O	6	22	3	7	-16	-1	1.5	-33
COc1cc(CN2CCC(Cc3ccccc3)CC2)c([N+](=O)[O-])cc1OC	-8	-4	-4	-1	-13	1	1.1	8
CCS(=O)(=O)c1ncc(Cl)c(C(=O)Nc2ccc(S(=O)(=O)N3CCC(C)CC3)cc2)n1	30	-123	-11	40	71*	-7	-11	100*
CCOc1cc2[nH]c(=S)n(C(C)C)c(=O)c2cc1OCC	12	17	3	32	11	-2	0.3	28
COCCn1c(SCC(=O)c2ccccc2)nc2c(c1=O)SC(C)C2 (stereo not given)	-10	-10	0	5	-4	-6	0.3	15
COC(=O)C(C(=O)Nc1ncccn1)C1CCCCCC1 (stereo not given)	-7	22	-5	2	-6	-3	0.1	-3
Cc1ccccc1NC(=O)c1ccc(C)c(S(=O)(=O)Nc2ccccn2)c1	8	6	0	-6	13	-3	-0.8	17
CC1(C)c2[nH]c3ccccc3c2C[C@@H]2C(=O)N(c3ccc(F)cc3F)C(=O)N21	-15	1	-3	2	1	2	2.0	15
CCOc1[nH]n(-c2ccc(Cl)cc2)c(=O)c1C=Nc1ccc(Cl)cc1	10	23	-1	10	2	3	1.0	22
CC1Cc2ccccc2N1C(=O)CSc1nnc(-c2ccc(S(=O)(=O)N3CCOCC3)cc2)n1C (stereo not given)	12	-22	-1	4	0	0	0.0	-7
Cc1ccc(C)c(-n2nnnc2SCC(=O)NNC(=O)c2ccco2)c1	3	20	4	12	10	-2	-0.4	4
COc1ccccc1OC(=O)CCN1c2ccccc2Sc2ccccc21	-3	9	-2	25	-5	-1	0.1	0
Cc1ccc(OCC(=O)Nc2ccc3c(c2)C(=O)NC3=O)cc1	-1	10	-1	24	11	-4	1.0	6
O=C(NC(=S)Nc1ccc2c(c1)OCCO2)c1ccccc1F	-70	-102	0	17	17	-1	4.1	-3
COc1ccc(OC)c(C(=O)CSc2nc3ncccc3[nH]2)c1	-2	-4	2	15	3	-3	-0.9	32
COc1ccccc1N1CCN(C(=O)c2cccc(S(=O)(=O)N3CCCCCC3)c2)CC1	2	12	-1	24	0	-5	-2.3	21
CNC(=O)c1cc(C(=O)c2ccc(Cl)cc2)c(Br)[nH]1	-14	20	-4	-8	16	-1	0.7	0
COc1ccccc1C(=O)NC(=O)COC(=O)c1cnc(C)cn1	15	10	1	7	3	-4	-0.2	-3
Cc1cc2cc3c(cc2nc1SCC(=O)OC(C)C)OCO3	-16	-11	1	5	4	-6	-0.3	5
COC(=O)c1ccc(NC(=O)CN2CCN(c3ccccc3C)CC2)cc1	-8	-14	0	20	12	1	0.0	14
CCC(C)(C)NC(=O)C(c1cccc(OC)c1OC)N(Cc1ccc(OC)cc1)C(=O)CCC(=O)Nc1cc(C)on1 (stereo not given)	-1	-3	-2	13	-25	0	-0.5	9
COc1ccc(C(=O)OCC(=O)NC(=O)NC2CCCC2)c(O)c1	9	-13	-2	-5	7	-1	-0.2	29
CCOC(=O)c1c(C)[nH]c(C)c1S(=O)(=O)N(C)CC(=O)Nc1cccc(C)c1	1	-3	-5	-22	13	-4	-1.2	10
O=C(CSc1ccccc1)Nc1ccc(C(=O)Nc2ccc(O)cc2)cc1	-11	-10	-3	-5	11	1	0.8	19
O=C(Nc1ccc(S(=O)(=O)N2CCCC2)cc1)C1CCCCC1	-19	3	-3	-19	-17	0	-1.5	11
CCOC(=O)Cn1c(=O)c(-c2cc(Br)ccc2N)nc2ccccc21	-1	13	0	-17	22	0	-2.4	24
CCCCNC(=O)CSc1nc(O)c(Cc2ccc(OC)cc2)c(=O)[nH]1	5	17	-2	-1	-27	-3	1.6	-7
O=C(COC(=O)c1ccc(F)cc1)NCC1COc2ccccc2O1 (stereo not given)	-164	8	2	-5	4	-2	1.9	9
O=C(NCc1ccc2c(c1)OCO2)c1c(-c2ccsc2)sc2ccccc12	-13	0	0	9	-7	-3	1.3	13
CCOc1ccc(NC(=O)c2cccc3ccccc23)cc1	38	-76	-2	15	-4	-2	6.6	25
COc1cccc(OCc2cc(C(=O)N(C)Cc3nc4ccccc4[nH]3)no2)c1	-64	-98	3	24	-16	12	4.8	-98
CCn1c(O)c(C=NCc2cccs2)c(=O)n(CC)c1=S	-7	32	-2	43	3	-2	-1.4	50
CCCc1[nH]nc2c1C(c1ccoc1)C(C#N)=C(N)O2 (stereo not given)	11	21	13	43	-5	-3	2.0	18

Some of these compounds in order of their number in Jurkat NFkB inh, highest first:
structure	Jurkat NFkB inh
CCC(C)(C)NC(=O)C(c1cccc(OC)c1OC)N(Cc1ccc(OC)cc1)C(=O)CCC(=O)Nc1cc(C)on1 (stereo not given)	-1
CCn1c(O)c(C=NCc2cccs2)c(=O)n(CC)c1=S	-7
COC(=O)c1ccc(NC(=O)CN2CCN(c3ccccc3C)CC2)cc1	-8
O=C(CSc1ccccc1)Nc1ccc(C(=O)Nc2ccc(O)cc2)cc1	-11
O=C(Nc1ccc(S(=O)(=O)N2CCCC2)cc1)C1CCCCC1	-19
O=C(COC(=O)c1ccc(F)cc1)NCC1COc2ccccc2O1 (stereo not given)	-164
